# HT1080NT lethal: qHTS for induction of synthetic lethality in tumor cells producing 2HG: qHTS for the HT-1080-NT fibrosarcoma cell line; 360,000 tested, 1.6% active; HT-1080-NT fibrosarcoma viability, CellTiter-Glo ATP luminescence, 48 h; Potency, µM (series often up to 46.1 µM), inactives show at the top dose activity, negative = less viability, most hits filed as cytotoxic; AID 686970, 2013;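 also: NT is the 2HG producing partner of a matched IDH1 knockdown line; potency is read from the fitted curve at half-maximal effect; 0% = DMSO-treated cells and -100% = media-only wells without cells; nearly all actives have a fitted effect of over 55% in size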
#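 Fibrosarcoma NT cells, 750 per well in 5% FBS RPMI, were exposed to compound for 48 hours. Viability: CellTiter-Glo luminescence.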
# ATXN2 expr inh: Primary qHTS for Inhibitors of ATXN expression; 360,000 tested, 0.72% active; HEK-293 ATXN2-luciferase reporter, luminescence, 24 h; Potency, µM (highest dose often 57 µM), for the others: at the highest dose activity change, negative = inhibition, usual class: inhibitors; also: potency is read from the fitted curve at half-maximal effect; % is scaled to controls: 0 for no effect and ±100 for the full control effect; nearly all actives have a fitted effect of over 55% in size
#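 ATXN2-luciferase reporter cells (luciferase flanked by upstream and downstream ATXN2 gene portions) were treated 24 h at 37 °C with compounds at up to 57 uM. SteadyGlo luminescence gave expression; GF-AFC fluorescence gave viability.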
# HT1080 IDH1KD tx: qHTS for induction of synthetic lethality in tumor cells producing 2HG: qHTS for the HT-1080-IDH1KD cell line; HT-1080 IDH1 knockdown viability, ATP luminescence, 48 h; Potency, µM (highest dose often 46.1 µM), inactives show at the highest dose activity, negative = toxicity, most hits filed as cytotoxic; 360,000 tested, 2% active;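 also: potency is read from the fitted curve at half-maximal effect; 0% = DMSO wells and -100% = cell-free medium wells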
#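 After a 2 h attachment period, IDH1KD HT-1080 cells took pin-transferred compound for 48 h at 37 °C; ATP-based luminescence after 10 min room-temperature reagent incubation reported viability.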
# MCF10A rerep: A quantitative high throughput screen for small molecules that induce DNA re-replication in MCF 10a normal breast cells; MCF 10A DNA re-replication, Hoechst nuclear intensity, 48 h; Potency, µM (highest dose often 46.1 µM), inactives show at the highest dose activity, positive = re-replication, most hits filed as activators; 350,000 tested, 2.9% active; also: potency is read from the fitted curve at half-maximal effect; % of control where 0% means no effect; nearly all actives have a fitted effect of over 50% in size
# ATXN viability: Viability Counterscreen for Primary qHTS for Inhibitors of ATXN expression | 400,000 tested, 0.49% active | Potency, µM (series often up to 56.7 µM), actives largely listed as cytotoxic | S2 cells (HEK-293 line with an ATXN2-luciferase reporter) viability, CellTiter-Fluor protease fluorescence, 24 h | AID 651635, 2014; also: potency is read from the fitted curve at half-maximal effect; nearly all actives have a fitted effect of over 40% in size
# KB-V1 cytotox: qHTS assay for MDR1-selective chemotherapeutics: Primary screen using the drug-selected MDR subline cells KB-V1; KB-V1 MDR cells viability, CellTiter-Glo, 72 h; Potency, µM (titrated, usually from 46.1 µM), without a hit: top-dose activity change, negative = cytotoxicity, hits mostly cytotoxic; AID 1347076, 2019; 400,000 tested, 3.4% active; also: potency is read from the fitted curve at half-maximal effect; % is scaled to controls: 0 for no effect and ±100 for the full control effect; nearly all actives have a fitted effect of over 60% in size
#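 Cytotoxicity via CellTiter-Glo luminescence after 72 h compound exposure at 37 degrees C. Cells: drug-selected KB-V1 line, DMEM phenol-red free plus 10% FBS. Compounds tested at multiple concentrations; normalized data fitted to concentration-effect curves.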
# KB-3-1 tox: qHTS assay for MDR1-selective chemotherapeutics: Primary screen using the parental adenocarcinoma cell KB-3-1; Potency, µM (titrated, usually from 46.1 µM), for inactives: at the top dose activity change, negative = cytotoxic, hits mostly cytotoxic; KB-3-1 viability, CellTiter-Glo ATP luminescence, 72 h; 400,000 tested, 1.4% active; also: potency is read from the fitted curve at half-maximal effect; % is scaled to controls: 0 for no effect and ±100 for the full control effect; nearly all actives have a fitted effect of over 60% in size
#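 Cells are dispensed, compounds pinned in, plates held at 37 °C for 72 h, then CellTiter-Glo is added and luminescence read after 10 minutes. Cell line: parental KB-3-1 in phenol-red-free DMEM, 10% FBS.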
# IL1B secr inh: qHTS for Inhibitors of Inflammasome Signaling: IL-1-beta AlphaLISA Primary Screen; THP-1 LPS/ATP IL-1B secretion, AlphaLISA, 16 h; hits give low values; activity change, % at 57.5 µM; 360,000 tested, 4.7% active; AID 743279, 2014; in the data active = activity change below about -50%; inconclusive = mostly about -30% to -49%; also: % is scaled to controls: 0 for no effect and ±100 for the full control effect
#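 Secreted IL-1B measured by AlphaLISA bead assay after 16 h compound exposure of THP-1 cells; compounds (final up to 57.5 uM) added 1 h before LPS (250 ng/mL) and ATP (1.25 mM) stimulation; lower signal means less secretion.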
# SW480 rereplic: A quantitative high throughput screen for small molecules that induce DNA re-replication in SW480 colon adenocarcinoma cells | 340,000 tested, 1.8% active | Potency, µM (highest dose often 46.1 µM), without a hit: top-dose re-replication activation, usual class: activators | AID 624297, 2012 | SW480 DNA re-replication, Hoechst DNA content imaging, 48 h; also: potency is read from the fitted curve at half-maximal effect; % of control where 0% means no effect; nearly all actives have a fitted effect of over 55% in size
#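 DNA re-replication was detected as more nuclei of elevated Hoechst intensity after 48 hr exposure to compound (23 nL pinned per well of 250 cells).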
# An asterisk follows results filed as active; i = inactive; ? = inconclusive; . = not tested or not shown; [ ] = another dose, or the depositor's remark. Unless noted, calls follow the shape of the dose curve; as a rule, active = well fitted curve in the direction sought with a large enough effect; inconclusive = small, poorly fitted or top-dose-only effect, or another doubt; inactive = no such curve, though single readings can be large; an effect the other way counts as inactive or inconclusive. An unsorted share of the library. About 11% of those tested had a hit in this group.
SMILES,HT1080NT lethal,ATXN2 expr inh,HT1080 IDH1KD tx,MCF10A rerep,ATXN viability,KB-V1 cytotox,KB-3-1 tox,IL1B secr inh,SW480 rereplic
O=C(COC(=O)C1=COCCO1)Nc1cccc(S(=O)(=O)N2CCOCC2)c1,5.6%,-4.4%,6.4%,-7.5%,i,17.6%,12.9%,0.0,2.9%
CCCCCCc1cc2cc(C(=O)Nc3ccc(OC)cc3)c(=O)oc2cc1O,-9.5%,-22.4%,-18.7%,0.731µM*,i,8.2µM*,8.2µM*,15.4,14.6µM*
Cc1ccc(C)c(N2CCN(CC3CC=CCC3)CC2)c1 (stereo not given),4.3%,?,?,-0.2%,i,1.7%,14.1%,-22.6,0.8%
CC(N=Cc1nc(-c2ccccc2)oc1O)c1ccccc1 (stereo not given),3.7%,14.2%,14.2%,19.8%,i,-2.7%,1.4%,?,1.2%
O=C(c1cn(-c2ccccc2)nc1-c1ccc(Cl)cc1)N1CCOCC1,-1.1%,-5.2%,-1.2%,7.6%,i,-1.5%,8.8%,-26.0,2.4%
OCC[C@H]1C[C@H](O)[C@@H](O)[C@]2(OCc3ccccc32)O1,4.4%,15.6%,3.9%,?,i,-15.2%,0.0%,4.9,0.3%
CCOc1ccc(CCNC(=O)COC(=O)CCc2cc(OC)c(OC)c(OC)c2)cc1OCC,0.2%,0.2%,5.0%,15.2%,i,-4.8%,11.2%,-5.8,-6.5%
S=C1N[C@H]2CCCC[C@@H]2N1,-9.1%,.,3.9%,-1.2%,i,7.2%,0.0%,1.3,?
Cc1cc(C)c(CN2CCC(n3nccc3NC(=O)c3ccccc3Cl)CC2)cc1C,?,6.4%,?,?,i,?,-1.7%,i,?
COc1cccc(/C=N/NC(=S)NCCc2ccccc2)c1OC,11.4%,2.0%,2.0%,5.4%,i,1.5%,1.7%,12.9,1.2%
C[C@@H](O)[C@H]1O[C@]2(C)CCC[C@H]1O2,9.3%,1.6%,11.0%,-11.6%,i,-13.6%,0.0%,18.6,-41.5%[inhibitor]
Cn1nc(SCC(=O)O)sc1=S,?,0.9%,10.8%,1.3%,i,0.2%,1.1%,5.4,-15.3%
O=C(c1cccc(S(=O)(=O)N2CCN(c3ccc(F)cc3)CC2)c1)N1CCCCCCC1,-4.9%,-11.7%,-10.6%,6.7%,i,?,-25.1%,-8.8,1.9%
CC(=O)Nc1cc(C(=O)OCC(=O)c2ccccc2)ccc1C,2.7%,11.1%,-3.5%,1.7%,i,-0.9%,0.0%,-1.5,-2.1%
CSc1ccc(S(=O)(=O)N2CCC(C(=O)NCCN3CCOCC3)CC2)cc1,-2.0%,-1.0%,1.3%,-1.3%,i,0.0%,1.4%,-8.4,-43.1%[inhibitor]
CCOC(=O)N1CCN(C(=O)C2CC(=O)N(c3ccc(OC)cc3)C2c2ccc(OC)cc2)CC1 (stereo not given),7.5%,-4.3%,-0.3%,-5.5%,i,-6.7%,7.3%,-1.4,-1.0%
C=CCNC(=S)N/N=C/c1ccc(C)s1,2.8%,.,6.2%,-3.4%,?,0.0%,0.2%,-18.2,9.9%
CCC(C)(C)NC(=O)C(c1cccn1C)N(C(=O)Cn1nnc2ccccc21)c1ccccc1OC (stereo not given),-0.2%,3.3%,5.5%,-6.5%,i,-11.9%,1.6%,-2.0,-2.8%
O=C(N/N=C/c1cnc(N2CCCCC2)s1)c1ccc(Cl)cc1,-0.2%,.,-1.8%,-5.4%,?,?,0.1%,2.2,-31.4%[inhibitor]
CNS(=O)(=O)/C=C/c1ccccc1,26.4%,-9.5%,17.6%,-0.1%,i,-4.4%,15.3%,-12.4,0.7%
Cc1nn(Cc2c(F)c(F)c(F)c(F)c2F)c(C)c1NC(=O)c1ccc(COc2ccccc2Cl)o1,-1.5%,-30.1%,-13.0%,15.7%,i,2.59µM*,1.0%,?,13.2%
Cc1cccc(N2CCN(S(=O)(=O)c3ccc(-c4ccc(=O)[nH]n4)o3)CC2)c1C,?,?,-25.8%,20.6µM*,?,-1.5%,-15.4%,5.7,?
C=CCc1c(C)nc(SC(C)C)[nH]c1=O,-3.1%,-1.5%,-3.7%,-3.1%,i,13.9%,6.6%,19.8,1.3%
COc1cc(CN2CCc3nc(N4CCN(c5ccccc5F)CC4)ncc3C2)ccc1OC(C)C,.,-13.5%,.,.,i,-10.5%,-14.3%,.,.
CC(Sc1nc(-c2ccccc2)cc(C(F)(F)F)n1)C(=O)N1CCC(C(N)=O)CC1 (stereo not given),-0.5%,-7.7%,4.4%,2.4%,i,-4.1%,-0.3%,-12.5,-8.2%
O=C(Nc1c[nH]c(=O)[nH]c1=O)c1ccc2c(c1)C(=O)N(c1cccc([N+](=O)[O-])c1)C2=O,10.6%,-14.4%,17.1%,-1.8%,i,22.7%,14.5%,6.9,-6.2%
CCC(CO)NC(=O)c1cccc(S(=O)(=O)N2c3ccccc3CC2C)c1 (stereo not given),-3.3%,-6.4%,-5.2%,10.7%,i,2.0%,1.0%,14.1,-7.3%
Cc1ccc(-c2cc(N)n[nH]2)cc1,-15.1%,18.4%,-23.2%,?,i,-13.3%,-6.5%,12.9,-1.6%
CCOc1cc(NC(=S)NCC2CCCO2)c(OCC)cc1NC(=O)c1ccc(F)cc1 (stereo not given),16.6%,-10.1%,20.7%,0.8%,i,-16.2%,-9.9%,16.2,-1.9%
Cc1ccn2cc(CCNS(=O)(=O)c3ccc4ccccc4c3)nc2c1,1.0%,-10.6%,3.8%,10.9%,i,?,12.7%,9.0,-0.1%

# Just IL1B secr inh, KB-V1 cytotox and MCF10A rerep, for some of the entries so far:
smiles	IL1B secr inh	KB-V1 cytotox	MCF10A rerep
Cc1nn(Cc2c(F)c(F)c(F)c(F)c2F)c(C)c1NC(=O)c1ccc(COc2ccccc2Cl)o1	?	2.59µM*	15.7%
Cc1cccc(N2CCN(S(=O)(=O)c3ccc(-c4ccc(=O)[nH]n4)o3)CC2)c1C	5.7	-1.5%	20.6µM*

# Full records, looked up by structure.
# Record of CCOc1cc(NC(=S)NCC2CCCO2)c(OCC)cc1NC(=O)c1ccc(F)cc1 (stereo not given) : HT1080NT lethal = 16.6%; ATXN2 expr inh = -10.1%; HT1080 IDH1KD tx = 20.7%; MCF10A rerep = 0.8%; ATXN viability = i; KB-V1 cytotox = -16.2%; KB-3-1 tox = -9.9%; IL1B secr inh = 16.2; SW480 rereplic = -1.9%
# Record of CC(Sc1nc(-c2ccccc2)cc(C(F)(F)F)n1)C(=O)N1CCC(C(N)=O)CC1 (stereo not given) : HT1080NT lethal = -0.5%; ATXN2 expr inh = -7.7%; HT1080 IDH1KD tx = 4.4%; MCF10A rerep = 2.4%; ATXN viability = i; KB-V1 cytotox = -4.1%; KB-3-1 tox = -0.3%; IL1B secr inh = -12.5; SW480 rereplic = -8.2%

# The results go on.
SMILES,HT1080NT lethal,ATXN2 expr inh,HT1080 IDH1KD tx,MCF10A rerep,ATXN viability,KB-V1 cytotox,KB-3-1 tox,IL1B secr inh,SW480 rereplic
S=C(Nc1ccccc1Cl)N1CCOCC1,11.3%,3.4%,21.6%,-4.0%,?,-3.8%,12.6%,-1.2,-6.9%
O=C(Cc1ccccc1)c1ccc2c(c1)OCCO2,14.2%,4.1%[11.3 µM],7.3%,14.4%,i,?,8.5%,-11.3,-5.0%
CCOc1ccc(C(=O)CCC(=O)N(CC)CC(=O)NCc2ccc(Cl)cc2)cc1,4.0%,30.4%[activator],-0.8%,8.4%,i,?,-4.7%,19.4,2.5%
CCOCCCNC(=O)/C(C#N)=C/c1cc(Br)c(O)c(Br)c1,2.31µM*,-12.2%,2.06µM*,11.6µM*,i,3.66µM*,6.51µM*,?,8.2µM*
OCC1OC(n2cnc3c(SCc4ccccc4)nc(F)nc32)C(O)C1O (stereo not given),-10.2%,2.2%,-4.4%,0.1%,i,?,-1.4%,9.5,-21.3%
O=[N+]([O-])c1cccc(OCc2cn3cccnc3n2)c1,20.4%,-18.3%,-5.5%,3.3%,i,6.3%,8.1%,-13.6,-4.6%
COc1cccc(NC(=O)NNC(=O)CN2C(=O)COc3ccccc32)c1,8.0%,-0.8%,8.0%,-31.5%[inhibitor],i,5.5%,0.4%,9.4,-1.3%
NNC(=O)c1cccc(COc2ccc(Br)cc2)c1,2.9%,-33.8%,2.1%,16.6%,i,-17.0%,-2.4%,i,1.6%
COc1ccc(-c2cc(=O)oc3cc(OC(=O)C4CCCCC4)c(Cl)cc23)cc1,-6.6%,5.5%,-11.1%,11.6µM*,.,1.9%,-16.7%,4.8,11.6µM*
O=C(NNC1=C(C(=O)C(F)(F)F)CCC1)c1cccnc1,-0.7%,-1.2%,1.7%,21.5%,i,5.0%,-5.8%,1.4,-4.9%
CCOc1ccc(CC(=O)NCc2cn3c(C)csc3n2)cc1,-2.0%,16.3%,2.8%,3.5%,i,-5.4%,14.7%,13.6,-13.1%
C#CCOCCOCCOCCNc1nc(N2CCN(C(=O)Cn3cc(CCO)nn3)CC2)nc(N2CCN(C(=O)[C@H]([C@@H](C)O)n3cc(CCCCN)nn3)CC2)n1,19.5%,4.9%,13.7%,?,i,?,0.0%,36.5,17.2%
Cc1ccc(/C(O)=C2/C(=O)C(=O)N(c3ccccn3)C2c2ccc(F)cc2)cc1 (stereo not given),-1.7%,18.3%,-8.6%,0.1%,i,-19.9%,1.9%,?,3.9%
Cc1cc(C)c(C)c(S(=O)(=O)N2CCC(C(=O)NCCCN3CCCC3=O)CC2)c1C,-1.4%[9.24 µM],-12.8%,-0.3%,12.8%,i,?,-1.9%,-12.6,-16.5%

# Screening results from PubChem BioAssay.
